MgcRacGAP inhibition – MgcRacGAP GTPase-activating activity inhibitors, confirmation, biochemical, ADP Hunter fluorescence; MgcRacGAP-stimulated Rac1 GTP hydrolysis, ADP Hunter fluorescence; higher % means a stronger effect; GST-tagged Rac1 F28L mutant substrate; inhibition, % at 30 µM; hits with a dose series show IC50 in µM; 340,000 compounds, 0.6% hits;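 active = first-screen hits whose inhibition reached a set limit at any dose in the follow-up dose series; inconclusive = inhibition above the set first-screen limit but never retested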;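 also: fluorescence reports GDP produced by GAP-driven GTP hydrolysis; strong numbers were not always called active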
SV40 large T antigen – SV40 large T antigen inhibitors, biochemical (AID 1903) | SV40 large T antigen ATPase/helicase inhibition assay; higher % means a stronger effect | one-dose inhibition, % at 20 µM; IC50 in µM for titrated hits | 310,000 compounds, 0.39% hits; in the data active = a potency from the dose series; inconclusive = inhibition mostly from about 32% at the one dose, without a potency; inactive = the rest, 99 in 100 with inhibition below about 32%; also: strong numbers were not always called active
GPR55 LPI antagonism – GPR55 antagonists blocking LPI-driven arrestin recruitment, primary screen, imaging, U2OS, beta-arrestin-GFP, LPI agonist (AID 2013). U2OS GPR55 beta-arrestin-GFP translocation imaging, LPI antagonism; higher % means a stronger effect. inhibition, % at 10 µM, or IC50 in µM where a hit was titrated. 290,000 compounds, 0.13% hits;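 active = spots per cell inhibited over 60%, with over 100 cells counted and total cytoplasm intensity under 500,000; inconclusive = wells with under 100 cells, flagged as likely toxic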;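 also: U2OS cells stably carrying GPR55 and arrestin-GFP stimulated by 5 µM LPI near EC80; imaged beta-arrestin-GFP aggregate spots per cell after agonist stimulation; plate controls were LPI-stimulated DMSO wells for no effect and DMSO wells without LPI for full effect; some results filed as inactive read as strong as hits; confirmed hits need IC50 under 10 µM and bright autofluorescent wells are also inconclusive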
Dengue-2 NS5 capping – flavivirus cap methylation enzyme inhibition – biochemical, confirmation dose response, primary screen (AID 588689) | Dengue-2 NS5 methyltransferase capping enzyme assay, biochemical; higher % means a stronger effect | one-dose inhibition, % at 25 µM; IC50 in µM for titrated hits | 340,000 compounds, 0.3% hits; in the data active = a potency from the dose series; inconclusive = inhibition above about 29% without an active follow-up result
NTR1 agonist – agonists of NTR1, primary screen, imaging, U2OS cells, beta-arrestin-GFP, high content (AID 493036); activation, % at 20 µM; 330,000 compounds, 0.17% hits; NTR1-U2OS beta-arrestin-GFP spot imaging, agonist mode; P30989;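 active = activation at or above 40% of the spot to cytoplasm intensity ratio, with at least 20 cells analyzed; inconclusive = wells under 20 cells, flagged as cytotoxic or low count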;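 also: 0% = DMSO without peptide and 100% = 100 nM NTR1 peptide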
Target sequence (P30989 whole entry, looked up): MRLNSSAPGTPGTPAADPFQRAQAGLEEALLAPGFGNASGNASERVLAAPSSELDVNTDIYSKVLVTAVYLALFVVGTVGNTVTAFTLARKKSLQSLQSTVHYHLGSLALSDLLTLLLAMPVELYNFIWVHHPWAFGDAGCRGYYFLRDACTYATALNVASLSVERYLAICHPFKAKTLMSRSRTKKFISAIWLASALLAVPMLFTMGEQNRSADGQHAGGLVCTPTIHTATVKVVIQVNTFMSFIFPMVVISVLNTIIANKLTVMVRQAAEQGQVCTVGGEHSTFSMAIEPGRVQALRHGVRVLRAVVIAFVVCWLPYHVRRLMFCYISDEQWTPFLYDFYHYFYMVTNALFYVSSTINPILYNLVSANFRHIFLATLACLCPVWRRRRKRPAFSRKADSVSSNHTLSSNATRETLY
Yfh1-depleted yeast – enhancers of respiration in Yfh1-depleted yeast, dose response, Friedreich's ataxia, plus single-dose screen (AID 1465) | fold induction at 50 µM, or EC50 in µM where a hit was titrated | S. cerevisiae Yfh1-off respiration, WST-1 reduction, 72 h; higher fold induction means a stronger effect | 220,000 compounds, 0.074% hits;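 active = fold induction of absorbance versus untreated yeast above a set limit, then at least 30% activation at any dose in follow-up; inconclusive = repeats straddling the limit, or above it without dose testing; inactive = fold induction below the set limit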;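 also: activators that raise dye reduction in frataxin-depleted yeast; strong numbers were not always called active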
GPR35 arrestin U2OS – GPR35 antagonists blocking zaprinast-driven arrestin recruitment, primary screen, imaging, U2OS, beta-arrestin-GFP, zaprinast agonist (AID 2058) | U2OS GPR35 beta-arrestin-GFP translocation imaging, zaprinast antagonism; higher % means a stronger effect | inhibition, % at 10 µM, or IC50 in µM where a hit was titrated | 290,000 compounds, 0.052% hits;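 active = inhibition of at least 50% with at least 30 cells and total cytoplasm GFP at most 10,000,000; inconclusive = under 30 cells or total GFP of 10,000,000 plus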
AID2073 – disruptors of CaV2.2 binding to Mint1 – biochemical, HTRF (AID 2073). 290,000 compounds, 0.19% hits. HTRF protein-protein interaction, Mint1-CaV2.2; higher % means a stronger effect. inhibition, % at 20 µM; hits with a dose series show IC50 in µM; in the data active = inhibition mostly above about 51%, no sharp cut-off; inconclusive = no clear call, values can overlap the other calls; inactive = mostly below about 53%; also: some results filed as inactive read as strong as hits
GPR55 activation – GPR55 agonists via beta-arrestin recruitment, primary screen, imaging, U2OS cells, beta-arrestin-GFP redistribution (AID 1961); U2OS GPR55 beta-arrestin-GFP redistribution imaging; higher % means a stronger effect; activation, % at 10 µM; hits with a dose series show EC50 in µM; 290,000 compounds, 0.048% hits;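 active = activation above 40% with more than 50 cells counted in the well; inconclusive = wells holding fewer than 50 cells, flagged as toxic or sparse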;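 also: U2OS osteosarcoma cells stably expressing GPR55 and beta-arrestin-GFP; plate controls were DMSO negative control for no effect and LPI positive control for full effect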
NTR1 agonist cell count 20 µM – also measured in NTR1 agonist; calls as there; cell count; measured here: cell count, cytotoxicity flag
Dengue-2 NS5 capping pilot replicate – second read-out of Dengue-2 NS5 capping, no call of its own (marks repeat the call); inhibition, %; measured here: pilot screen replicate inhibition
Numbers without * were called inactive; i = inactive; ? = inconclusive; / = no result given.

SMILES	MgcRacGAP inhibition	SV40 large T antigen	GPR55 LPI antagonism	Dengue-2 NS5 capping	NTR1 agonist	NTR1 agonist cell count 20 µM	Yfh1-depleted yeast	GPR35 arrestin U2OS	AID2073	GPR55 activation	others
C1CCc2c(nnc3c2-c2nonc2CC3)C1	1.6%	4.1%	6.3%	-1.0%	-1.5	41	i	-18.7%	2.6%	-0.1%
S=c1[nH]c(-c2ccccc2)cn1/N=C/c1ccccc1Br	4.9%	7.6%	12.0%	-8.4%	4.8	52	i	-9.5%	16.9%	0.0%
O=C(/C=C/c1ccccc1Cl)N(Cc1ccccc1)C1CCS(=O)(=O)C1 (stereo unspecified)	6.8%	14.8%	-2.2%	-1.5%	1.6	32	i	-0.7%	-2.4%	0.2%
Cc1cc(C)c2nc(N3CCCC(C(=O)N4CCC(C(N)=O)CC4)C3)sc2c1 (stereo unspecified)	-3.6%	-0.8%	5.9%	-4.2%	-0.8	48	i	12.4%	-8.6%	-0.1%
Cc1cccc(NC(=S)N2CCN(c3ccc(F)cc3)CC2)c1	-0.3%	-27.3%	18.3%	-3.6%	4.1	87	i	-1.5%	-13.1%	0.1%
O=C(COC(=O)c1ccc(Cl)c(Cl)c1)Nc1cccnc1Cl	-5.2%	12.9%	-0.2%	3.7%	-0.3	60	i	-7.2%	5.8%	-0.4%
Cc1ccc(S(=O)(=O)/N=S(/C)c2ccccc2)cc1 (stereo unspecified)	6.4%	2.5%	/	-5.5%	-0.8	50	i	-8.8%	5.0%	0.0%
Cc1ccc2c(CC(=O)N(CC3CCCO3)c3c(N)n(Cc4ccccc4)c(=O)[nH]c3=O)coc2c1 (stereo unspecified)	-1.0%	19.2%	/	-2.9%	0.5	61	/	/	/	/
CCC(=O)Nc1cccc(-n2nnnc2SCC(=O)NCc2ccco2)c1	9.9%	14.2%	0.8%	1.1%	1.2	39	i	6.6%	1.4%	0.2%
CCN(CC)C(c1ccc(F)cc1)c1nnnn1C1CCCCC1 (stereo unspecified)	8.1%	-2.9%	-0.5%	-3.4%	-0.3	83	i	20.0%	-0.2%	-1.0%	Dengue-2 NS5 capping pilot replicate=3.9
COc1ccc(OC)c(NS(=O)(=O)c2ccc3c(c2)CCC(=O)N3)c1	6.9%	4.6%	21.4%	0.0%	0.6	69	i	8.0%	-4.9%	0.3%
CCOc1ccc(NC(=O)C2CCN(C(=O)C3CC(=O)N(c4ccc(C)cc4)C3)CC2)cc1 (stereo unspecified)	4.5%	12.5%	-12.7%	-1.7%	-2.2	61	/	-1.7%	-1.1%	0.2%
O=C(COc1ccccc1)N1CCN(S(=O)(=O)c2cccs2)CC1	0.8%	6.6%	-16.7%	-7.3%	0.7	62	i	3.6%	-7.7%	-0.1%
O=C(C(c1ccccc1)c1ccccc1)N1CCN(CCN2C(=O)c3cccc4cccc(c34)C2=O)CC1	0.9%	10.1%	28.2%	-5.1%	4.4	48	i	-3.3%	15.9%	0.0%
CN(/N=C/c1ccc(O)cc1O)c1ncc(C(F)(F)F)cc1Cl	12.2%	10.9%	-2.9%	-0.8%	4.7	45	i	-2.4%	5.8%	0.0%
CC1CCC(NC(=O)C2CCC(CNc3c(N4CCCCC4)c(=O)c3=O)CC2)CC1 (stereo unspecified)	11.7%	11.8%	2.2%	1.6%	0.1	55	i	-27.3%	-11.3%	-0.2%
COc1ccc(-c2nnc(Nc3ccc(OC)c(C(=O)N4CCCCC4)c3)c3ccccc23)cc1	8.1%	8.6%	-0.1%	-4.3%	-1.6	43	i	12.7%	8.2%	-0.3%
CC(C)(O)C#Cc1ccc(C(=O)Nc2ccc3c(c2)OCO3)s1	11.7%	0.6%	-7.7%	-3.6%	-0.2	49	/	-13.2%	-0.8%	-0.2%
CCCCOc1ccc(CN(C)c2ncnc(N)n2)cc1	13.0%	-1.3%	1.5%	-4.8%	-0.2	87	i	-2.4%	-1.4%	0.3%
O=C(Nc1ccc(N2CCN(C(=O)c3cccs3)CC2)c(Cl)c1)c1ccco1	8.2%	5.9%	-16.0%	-2.7%	-1.2	54	i	1.5%	-1.5%	-0.1%
CCCCCCSc1nsc(NC(=O)CCC)n1	3.9%	1.1%	2.5%	-14.8%	-0.2	41	i	9.6%	-9.3%	0.0%
CCCNC(=S)N1CCC(C(=O)c2ccc(Cl)cc2)CC1	12.3%	6.1%	4.9%	-0.7%	-0.3	68	/	10.9%	-24.1%	0.8%	Dengue-2 NS5 capping pilot replicate=3.3
CCN1CCN(c2ccc(NC(=O)c3ccc(F)cc3)cc2Cl)CC1	2.4%	-7.6%	-1.8%	-4.6%	-0.2	57	i	-6.2%	1.7%	0.4%
COCCn1c(SCC(=O)N2CCCCC2)nc2cccnc21	6.4%	13.1%	12.9%	4.8%	-1.2	62	/	-3.3%	5.7%	-0.1%
O=C(COc1ccccc1)Nc1ccc(C(=O)N2CCCC2)cc1	-0.9%	5.4%	-3.1%	-3.2%	-0.4	64	/	8.7%	9.1%	0.0%
CC1=C(C)CC(C(=O)NNC(=O)c2cccc(Cl)c2)C(C(=O)O)C1 (stereo unspecified)	-4.1%	6.8%	0.1%	1.8%	-0.1	38	i	0.3%	7.0%	-0.1%
CC(=O)c1ccc(NC(=O)CCCN2C(=O)/C(=C/C(C)=C/c3ccccc3)SC2=S)cc1	8.2%	-5.0%	5.8%	9.4%	0.1	56	i	19.4%	?	0.0%
CCN(CC)CCOC(=O)c1ccc(NC(=O)COc2cc(=O)n(CC)c3ccccc23)cc1	10.2%	2.2%	-2.7%	-4.8%	0.1	73	i	16.4%	-3.8%	0.1%
COc1ccc(-c2cc(C(=O)NCC3CCCO3)on2)cc1OC (stereo unspecified)	6.0%	5.0%	13.7%	-15.7%	-0.2	60	/	20.0%	-1.1%	0.2%
Cc1nnsc1C(=O)N/N=C/c1c(F)cccc1Cl	-1.4%	3.4%	-4.7%	0.8%	0.8	45	i	0.4%	24.8%	0.3%
COc1cc(C(=O)Nc2cccc(-c3nc4cc(C)ccc4o3)c2)cc(OC)c1OC	8.6%	-5.1%	-9.2%	-0.4%	22.9	43	i	-3.8%	11.4%	-0.2%
C=CCNC(=S)N1CCN(c2ccccc2Cl)CC1	2.6%	21.3%	3.6%	5.2%	-0.2	52	i	12.6%	-23.8%	0.0%
Cc1cc(=O)[nH]c2c1c(=O)[nH]n2C1CC(C)N(C)CC1C (stereo unspecified)	8.5%	20.3%	5.1%	-0.4%	0.8	53	i	-7.3%	5.9%	-0.2%
CCOC(=O)CSc1nnc(CNC(=O)c2ccc(OC)cc2)n1-c1ccc(OC)cc1	-10.8%	11.6%	-12.8%	-8.1%	2.7	84	i	14.4%	-0.1%	-0.1%
COc1ccc(NC(=S)Nc2cc(S(=O)(=O)N3CCCCC3)ccc2OC)cc1	/	7.2%	4.8%	/	0.9	66	i	-5.1%	2.0%	0.1%
O=C(NCc1ccccn1)c1ccc(Cl)s1	5.0%	15.1%	-2.2%	0.7%	2.1	52	i	20.7%	4.6%	-0.1%
Cc1ccc(S(=O)(=O)Nc2ccccc2F)cc1C(=O)NNC(=O)c1ccccc1O	-2.6%	14.1%	/	5.1%	1.0	37	/	/	/	/
O=C(Nc1ccc(NC(=O)c2ccccc2)nc1)c1ccncc1	2.2%	1.8%	2.3%	-6.4%	-0.6	100	i	-5.5%	7.1%	-0.1%
CCOc1cc(C(=O)Nc2nnc(C)s2)cc(OCC)c1OCC	6.4%	-0.6%	6.6%	-2.1%	4.0	64	i	6.3%	3.1%	0.6%
Cc1cccc(NC(=S)NNC(=O)c2cc3c(s2)CCC(C)C3)c1C (stereo unspecified)	6.9%	19.4%	1.8%	-5.5%	1.4	63	i	-19.4%	-10.9%	-0.1%
CCCCN(CC)CCCNC(=O)c1cc2c(=O)[nH]c3ccccc3c2s1	19.9%	28.6%	-8.6%	-9.1%	-1.1	55	/	-5.9%	5.7%	0.0%
Clc1ccccc1C1=Nn2c(nnc2-c2ccncc2)SC1	5.9%	12.1%	25.6%	-7.2%	/	/	/	6.7%	-4.4%	-0.1%
Cc1nc(N)c(C#N)c(-c2cccnc2)c1-c1ccccc1	8.3%	-0.6%	10.4%	2.6%	-0.8	86	/	-6.2%	-7.2%	-0.1%
c1csc(-c2ccc3ccccc3n2)c1	8.8%	8.6%	13.9%	/	4.2	46	/	12.9%	6.3%	-0.1%
Nc1nnc(SCC(=O)OCC(=O)Nc2ccccc2)s1	8.0%	2.4%	-1.0%	-10.0%	1.3	96	i	-9.7%	4.4%	-0.2%
COCC(C)N=Cc1c(O)[nH]c2ccccc12 (stereo unspecified)	7.3%	4.9%	5.5%	-7.2%	-0.3	60	i	24.7%	-5.0%	0.2%
Oc1ccc(/C=N/n2c3ccccc3c3ccccc32)cc1	3.6%	0.6%	0.0%	-6.8%	23.9	51	i	-7.3%	4.5%	-0.1%
O=C(COC(=O)CCC(=O)c1ccc(F)cc1)Nc1ccccc1	-7.8%	-1.4%	6.9%	3.1%	-0.6	44	i	-10.0%	-1.9%	-0.3%

4 compounds from above, sorted by length of the SMILES, rising:
SMILES	MgcRacGAP inhibition	SV40 large T antigen	GPR55 LPI antagonism	Dengue-2 NS5 capping	NTR1 agonist	NTR1 agonist cell count 20 µM	Yfh1-depleted yeast	GPR35 arrestin U2OS	AID2073	GPR55 activation	others
Oc1ccc(/C=N/n2c3ccccc3c3ccccc32)cc1	3.6%	0.6%	0.0%	-6.8%	23.9	51	i	-7.3%	4.5%	-0.1%
Cc1nc(N)c(C#N)c(-c2cccnc2)c1-c1ccccc1	8.3%	-0.6%	10.4%	2.6%	-0.8	86	/	-6.2%	-7.2%	-0.1%
CCCCN(CC)CCCNC(=O)c1cc2c(=O)[nH]c3ccccc3c2s1	19.9%	28.6%	-8.6%	-9.1%	-1.1	55	/	-5.9%	5.7%	0.0%
CCOC(=O)CSc1nnc(CNC(=O)c2ccc(OC)cc2)n1-c1ccc(OC)cc1	-10.8%	11.6%	-12.8%	-8.1%	2.7	84	i	14.4%	-0.1%	-0.1%

Screens deposited in PubChem by several laboratories.

Random draw from the library; overall some 1.7% were active at least once.
